# SRC3 TRFRET art: flags TR-FRET format artefacts in PPARgamma SRC-3 recruitment agonist screen | TR-FRET artefact counter-screen, PPARgamma/SRC-3 format; active compounds read high | TR-FRET ratio at 8 µM | 99,000 tested, 0.39% active | AID 1048; in the data active = TR-FRET ratio above about 2000; also: inactives centre near 1600; reference of the scale not given here
# SRC1 TRFRET art: TR-FRET artefact, counter-screen to PPARgamma/SRC-1 agonist assay; TR-FRET detection artefact counter-screen, emission ratio; active compounds read high; AID 1051; 99,000 tested, 0.34% active; TR-FRET ratio at 8 µM; in the data active = TR-FRET ratio above about 2300; also: inactives centre near 1800; reference of the scale not given here
# * = called active by the depositor.
SMILES,SRC3 TRFRET art,SRC1 TRFRET art
CC(=O)Nc1ccc(OCC(O)Cn2c(C(C)C)nc3ccccc32)cc1 (stereo unspecified),1670,2038
Cc1ccc(NC(=O)CN2C(=O)S/C(=C\c3cc(C)n(-c4ccc(C(=O)O)cc4)c3C)C2=O)cc1,1674,1825
Nc1cc(=O)[nH]c(SCC(=O)Nc2nc3ccc([N+](=O)[O-])cc3s2)n1,1919,2031
CCOC(=O)c1cc(-c2cccs2)nc2c1c(C)nn2-c1ccccn1,1752,2058
O=C(NN=C1CCCC1)C1COc2ccccc2O1 (stereo unspecified),1418,1674
CC(C)CNC(=O)COC(=O)c1ccc([N+](=O)[O-])cc1Cl,1708,1992
CN(CCCCCNC(=O)/C=N/O)Cc1ccccc1,1429,1736
Cc1ccc(NCc2nnc(SCC(=O)Nc3cccc(O)c3)n2CC2CCCO2)c(C)c1 (stereo unspecified),1585,1422
N#CCN1C(=O)C2CCCN2c2ccc(S(=O)(=O)N3CCOCC3)cc21 (stereo unspecified),1623,1756
COCCn1c(SCC(=O)c2ccccc2)nc2ccccc2c1=O,1755,1837
CCOc1ccc(NC(=S)Nc2ccccc2C2CC2)cc1,1432,1670
Nc1cc(=O)nc(SCC(=O)Nc2ccccc2Cl)n1-c1ccccc1,1562,1616
O=C(CN1C(=O)C2CCCCC2C1=O)N1CCN(c2ccccc2)CC1 (stereo unspecified),1567,1754
O=C(Cn1nc(C(F)(F)F)c2c1CCCC2)N1CCOCC1,1554,1755
C=CC[C@H]1CC(C)=C[C@H](CC=C)N1,1304,2009
Cc1ccc(-n2nc(-c3ccc(N)cc3)cc2N)cc1,1701,2017
O=C(Nc1ccccc1C(=O)N1CCOCC1)c1ccc([N+](=O)[O-])cc1,1562,1575
COc1ccc(NC(=S)N(CCN2CCOCC2)Cc2cc3cc4c(cc3[nH]c2=O)OCCO4)cc1,1597,1734
CCCCNC(=O)CSc1nc2ccc(N3CCOCC3)cc2c(=O)n1CCc1ccccc1,1486,1861
COc1ccc(Sc2ccc(/C=C3\C(=O)NN(c4ccccc4)C3=O)o2)cc1,1620,1905
OCC1(CC2CCCCO2)CCN(Cc2cccc(O)c2)CC1 (stereo unspecified),1583,1499
Cc1ccc(C(=O)N/N=C/C2=Cc3ccccc3OC2C)cc1 (stereo unspecified),1436,1959
Cc1ccccc1C(=O)NCCNc1ccc([N+](=O)[O-])cc1,1657,1916
COC(=O)COc1cc(OCC(=O)OC)c2c(C)c(Cl)c(=O)oc2c1,1576,2057
COc1ccc(CNc2ncnc3cc(Cl)ccc23)cc1OC,1615,2046
# Continuation:
SMILES,SRC3 TRFRET art,SRC1 TRFRET art
Fc1ccc(-c2ncc3ccccn23)cc1,1540,1468
Cc1ccc(Oc2cc(NC(=O)CCCn3nc([N+](=O)[O-])cc3C)cc([N+](=O)[O-])c2)cc1,1720,1940
COC(=O)Nc1ccc(S(=O)(=O)N2CCCCC2C(=O)O)cc1 (stereo unspecified),1406,1653
CCN(CC)c1ccc2c(C)c(-c3ccc(N)cc3)c(=O)oc2c1,1684,1783
O=C(N/N=C/c1c[nH]c2ccccc12)C1CC(=O)N(c2ccccc2)C1 (stereo unspecified),1816,1893
COC(=O)COc1ccc(/C=N/NC(=O)c2ccc(N(Cc3ccccc3)S(C)(=O)=O)cc2)cc1,1506,1920
O=C(Nc1ccccc1C(=O)N1CCCCCC1)c1ccccc1Cl,1423,1967
Cc1sc2ncnc(N3CCN(C(=O)c4ccco4)CC3)c2c1C,1473,1836
Oc1cccc(/C=N/Nc2cccc3cccnc23)c1,1689,1740
CC1CN(C(=O)c2ccn(C)n2)CC(C)O1 (stereo unspecified),1649,1751
CCCc1ccc(C(=O)CCC(=O)O)cc1,1604,2132
COc1c(Br)cc(C(N)=O)cc1OCc1ccccc1,1607,1811
CCN(CC)CCOc1ccc2c(c1)C(=NNC(=O)c1ccccn1)c1cc(OCCN(CC)CC)ccc1-2,1458,1674
CN1CCN(C(=S)Nc2cccc(Cl)c2)CC1,1407,1774
CC(C)c1ccc(OCC(=O)N2CCCCCC2)c(Br)c1,1737,1805
CCCCNC(=O)CCn1c(=O)c2ccccc2n(CC(=O)NCCc2ccc(OC)c(OC)c2)c1=O,1580,1410
COc1ccc(/C=N/NC(=O)CCOc2ccccc2C)cc1OC,1566,1863
CCCCc1c(C)nc2c(OC)cccc2c1SCCC(=O)O,1570,1875
Cc1ccc(C)c(Oc2coc3cc(OCC(=O)Nc4ccccc4C(C)C)ccc3c2=O)c1,1538,1697
N#Cc1ccccc1NC(=S)Nc1ccc(F)cc1,1858,1802
NS(=O)(=O)c1ccc(NC(=O)COC(=O)c2cn(-c3ccccc3)nc2-c2ccc(F)cc2)cc1,1640,1784
COc1ccccc1C(=O)NC(=S)Nc1ccc(NC(=O)c2ccco2)cc1,1251,1513
C=CCN1C(=O)C(CC(=O)O)SC1=Nc1ccc(N=Nc2ccccc2)cc1 (stereo unspecified),1709,1960
COC(=O)/C(N=Nc1c(C)n(C)n(-c2ccccc2)c1=O)=C(\C)O,1481,1647
Cc1cc(C)cc(C(=O)NC(=S)Nc2ccc(-c3cc4ccccc4oc3=O)cc2)c1,1691,1728

# Given with two lines to a compound: part of the list above.
# The line under a structure holds: SRC3 TRFRET art | SRC1 TRFRET art
CN1CCN(C(=S)Nc2cccc(Cl)c2)CC1
  1407 | 1774
CC(C)c1ccc(OCC(=O)N2CCCCCC2)c(Br)c1
  1737 | 1805

# The main list resumes with the 2 entries that preceded the break.
SMILES,SRC3 TRFRET art,SRC1 TRFRET art
COC(=O)/C(N=Nc1c(C)n(C)n(-c2ccccc2)c1=O)=C(\C)O,1481,1647
Cc1cc(C)cc(C(=O)NC(=S)Nc2ccc(-c3cc4ccccc4oc3=O)cc2)c1,1691,1728
Cc1ccccc1C(=O)NC(=S)Nc1ccc(N2CCOCC2)cc1,1391,1929
O=C(O)/C=C/C(=O)NCCCc1ccccc1,1555,1657
CCc1ccc2c(CN3CCc4cc(OC)c(OC)cc4C3)cc(=O)oc2c1,1338,1528
CN(C)/C=N/c1nc2nccc(-c3ccc(Cl)cc3)n2n1,1428,1744
COc1cccc(CNC(=O)CN2CCC(c3nc4ccc(C)cc4[nH]3)CC2)c1,1621,1883
CCNC(=S)Nc1ccc(S(=O)(=O)Nc2cc(C)nc(C)n2)cc1,1464,1855
O=C(c1cccs1)N(c1cccc(Cl)c1)C1C=CS(=O)(=O)C1 (stereo unspecified),1473,1732
COc1ccc(Nc2ccc(N3C(=O)CC(C)C3=O)cc2[N+](=O)[O-])cn1 (stereo unspecified),1560,2050
Cc1ccc(/C=N/n2c(-c3ccncc3)n[nH]c2=S)cc1,1537,1877
CCc1ccc(-n2c(=O)c3ccccc3n(CC(=O)NCc3ccco3)c2=O)cc1,1580,1607
Cc1ccccc1N1C(=S)NC2c3ccccc3OC1(C)C2C(=O)N(C)C (stereo unspecified),1636,1847
C=CCN(c1ccc(C(=O)Nc2ccc(NC(C)=O)cc2)cc1)S(C)(=O)=O,1566,1620
O=C(Nc1ccc(N2CCN(C(=O)c3ccccc3)CC2)cc1)c1ccc([N+](=O)[O-])o1,1545,1488
COc1ccc(CC(=O)O)cc1O,1498,1709
CC(C)CN1CCN(Cc2nc(C(C)C)cs2)CC1CCO (stereo unspecified),1852,1905
COc1ccc(Cl)cc1C(=O)CSc1nnnn1C,1618,1775
COc1ccc(OC)c(C(=O)c2ccc(C(=O)N3CCN(Cc4csc(C)n4)CC3)cc2)c1,1601,1795
COc1ccc(CCNC(=O)CSCc2ccc(F)cc2)cc1OC,1399,1687
O=C(CSc1nc2ccccc2[nH]1)Nc1nc(-c2ccccc2)c(-c2ccccc2)o1,1636,1665
COC(=O)CCCCC1SCC2NC(=O)NC21 (stereo unspecified),1642,1816
COc1ccc(-c2[nH]ncc2C=O)cc1OC,1686,1896
CC1(C)CC(=O)C2=C(C1)N(c1ccccc1)C(=O)CC2c1ccc(O)cc1 (stereo unspecified),1603,1599
CC(Sc1nncn1-c1ccccc1)C(=O)Nc1cccc([N+](=O)[O-])c1 (stereo unspecified),1488,1784
O=C(NCCCN1CCOCC1)C1Cc2c(ccc3ccccc23)O1 (stereo unspecified),1680,1816
Cc1nc([N+](=O)[O-])cn1Cc1cccc([N+](=O)[O-])c1,1498,1776
# Further structures:
SMILES,SRC3 TRFRET art,SRC1 TRFRET art
CCOC(=O)C1CCCN(c2cc(NCCCO)c([N+](=O)[O-])c3nonc23)C1 (stereo unspecified),1519,1811
O=C1CC(N2CCSCC2)C(=O)N1c1cccc(Br)c1 (stereo unspecified),1664,1898
CCCN(CCC)C(C)C(=O)NCC1(c2ccccc2)CCCC1 (stereo unspecified),1957,1779
CCn1c(CSCc2ccc(Cl)cc2)n[nH]c1=S,1573,1825
O=c1cc2c(nn1Cc1ccccc1)-c1ccccc1CC2,1646,2233
O=C(N/N=C/c1cccs1)c1cncc(Br)c1,1474,1742
O=C(/C=C/Nc1ccccc1F)c1ccc(Br)cc1,1651,1621
COc1ccc2c(c1)nc(SCC(O)c1ccccc1)n2C (stereo unspecified),1522,1770
Cc1ccc(CNC(=O)CN(c2cccc([N+](=O)[O-])c2)S(=O)(=O)c2ccccc2)cc1,1375,1552
CCC(C)NC(=O)CO/N=C/c1ccccc1OC(F)F (stereo unspecified),1313,1662
CCCCC(=O)NNC(=S)NC(=O)c1ccc([N+](=O)[O-])cc1,1677,1617
COCc1cc(CN2CCN(Cc3ccsc3)C(CCO)C2)ccc1OC (stereo unspecified),1589,1660
N#CC1=C(S)N(c2ccccc2)C(c2ccc(-c3ccccc3Cl)o2)NC1=O (stereo unspecified),1659,1804
CN(c1ccc([N+](=O)[O-])cc1/C=N/NC(=O)COc1ccccc1)C1CCCCC1,1731,1811
Cc1cccc(-n2nnc3c(=O)n(Cc4ccccn4)cnc32)c1,1571,1474
O=C(CCCN1C(=O)c2cccc3cccc(c23)C1=O)N1CCN(c2ccccc2)CC1,1898,2035
Clc1ccc(OCCCN2CCCCC2)c(Br)c1,1645,1851
O=C(Nc1ccccc1)Nc1ccc2ncoc2c1,1580,1540
OC(COCc1ccc(Cl)cc1)CN1CCc2ccccc2C1 (stereo unspecified),1465,1828
Cc1cc(NC(=O)COC(=O)CCNS(=O)(=O)c2cccc(C(F)(F)F)c2)no1,1684,1975
CCn1nc(C(=O)OCC(=O)NCC(C)C)c2ccccc2c1=O,1480,1734
S=C(Nc1ccccc1)Nc1cccc(Br)c1,1514,1768
CCOC(=O)/C(C#N)=C/c1cn(CCC(=O)O)nc1-c1cccc(Cl)c1,1864,1749
COc1ccc(-n2nnc3c(=O)n(CC(=O)N4CCCCC4)cnc32)cc1,1615,1577
Cc1ccsc1C(=O)OCC(=O)N1CCOCC1,1499,1775

# Sorted by number of heavy atoms (highest first): 6 of the compounds above
SMILES,SRC3 TRFRET art,SRC1 TRFRET art
N#CC1=C(S)N(c2ccccc2)C(c2ccc(-c3ccccc3Cl)o2)NC1=O (stereo unspecified),1659,1804
COCc1cc(CN2CCN(Cc3ccsc3)C(CCO)C2)ccc1OC (stereo unspecified),1589,1660
CCn1nc(C(=O)OCC(=O)NCC(C)C)c2ccccc2c1=O,1480,1734
O=c1cc2c(nn1Cc1ccccc1)-c1ccccc1CC2,1646,2233
CCC(C)NC(=O)CO/N=C/c1ccccc1OC(F)F (stereo unspecified),1313,1662
Clc1ccc(OCCCN2CCCCC2)c(Br)c1,1645,1851

# Going on with the list.
SMILES,SRC3 TRFRET art,SRC1 TRFRET art
CC(=O)NC1(C(F)(F)F)N=C(c2ccccc2)NC1=O (stereo unspecified),1617,1568
O=C(c1cnn(C(=O)c2ccccc2)c1)c1ccccc1O,1624,1861
Cc1cccc(Nc2c(-c3ccc(O)cc3)nc3ncccn23)c1,1602,1737
CN(c1ccccc1)S(=O)(=O)c1ccc(NC(=S)NC(=O)C2CC2)cc1,1517,1738
CC(NCc1ccc(F)cc1)C(=O)NC1CCCCC1 (stereo unspecified),1507,1667
O=C(O)CCCNC(=O)Nc1ccccc1,1448,1859
CCOc1ccccc1OCC(=O)NNC(=O)Cn1cnc2c1c(=O)n(C)c(=O)n2C,1657,2070
CC(=O)OCC(=O)Nc1c(C)cc(C)cc1C,1692,1785
Cc1c(Cl)cccc1NC(=S)N1CCc2ccccc2C1,1380,1546
COc1cc(CNC(C)(C)CO)cc(Br)c1OCc1ccc(Cl)cc1Cl,1423,1617
Cc1ccc(CN2C(=O)c3ccccc3NC2c2ccccn2)cc1 (stereo unspecified),1620,2030
COc1cc(/C=C/C(=O)O)ccc1OCc1ccccc1C#N,1433,1927
CN(C)C(=O)C1C2NC(=S)N(c3cccc(Cl)c3)C1(C)Oc1ccc(Cl)cc12 (stereo unspecified),1394,1839
COc1ccc(NC(=O)COc2ccccc2C#N)c(S(=O)(=O)N2CCCCC2)c1,1498,1636
O=C(/C=C\c1ccccc1)Oc1cccc2cccnc12,1527,1775
O=C(Nc1ccccc1)C1=C(c2ccccc2)S(=O)(=O)CCS1(=O)=O,1387,1940
COc1ccc(C(=O)N2CCN(c3cnn(-c4ccccc4)c(=O)c3Cl)CC2)cc1,1595,1825
CCOC(=O)C1CCCN(C(=O)COc2ccc(S(=O)(=O)N(CC)c3ccccc3)cc2)C1 (stereo unspecified),1710,1679
CC(O/N=C/c1ccccc1OC(F)F)C(=O)Nc1cccc(S(=O)(=O)N2CCOCC2)c1 (stereo unspecified),1633,1935
Cc1cccc(C)c1Nc1nnc(SCC(=O)Nc2sccc2C#N)s1,1745,1997
Cc1ccc(C)c(NC(=O)CN(C)C(=O)c2cccc(S(=O)(=O)N(C)C)c2)c1,1474,1663

# Compound profiles (already shown). Values in the order: SRC3 TRFRET art, SRC1 TRFRET art
# `COc1cc(/C=C/C(=O)O)ccc1OCc1ccccc1C#N` as listed: 1433, 1927
# `O=C(O)CCCNC(=O)Nc1ccccc1` as listed: 1448, 1859

# Screening results deposited in PubChem BioAssay by The Scripps Research Institute Molecular Screening Center.

# Not a hit list. Share with any hit: about 0.65%.
